# Assay outcomes from PubChem BioAssay.
# EBNA-1 inh – blocks EBNA-1 binding to DNA; 0.34% of 300,000 active; inhibition, % at 14.8 µM; EBNA-1 DNA binding, fluorescence polarization; in the data active means inhibition above about 28%
# PP5 primary – blocks human protein phosphatase 5 activity; inhibition, % at 6.7 µM; AID 1987; P53041; purified PP5c, OMFP substrate fluorescence; 0.18% of 320,000 active;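 active means inhibition above the campaign's mean inhibition across all tested compounds plus 3 SD, cut at about 9.5% in these data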;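 further: 0% = DMSO only and 100% = 100 µM cantharidin control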
# Target sequence (P53041 whole entry, looked up): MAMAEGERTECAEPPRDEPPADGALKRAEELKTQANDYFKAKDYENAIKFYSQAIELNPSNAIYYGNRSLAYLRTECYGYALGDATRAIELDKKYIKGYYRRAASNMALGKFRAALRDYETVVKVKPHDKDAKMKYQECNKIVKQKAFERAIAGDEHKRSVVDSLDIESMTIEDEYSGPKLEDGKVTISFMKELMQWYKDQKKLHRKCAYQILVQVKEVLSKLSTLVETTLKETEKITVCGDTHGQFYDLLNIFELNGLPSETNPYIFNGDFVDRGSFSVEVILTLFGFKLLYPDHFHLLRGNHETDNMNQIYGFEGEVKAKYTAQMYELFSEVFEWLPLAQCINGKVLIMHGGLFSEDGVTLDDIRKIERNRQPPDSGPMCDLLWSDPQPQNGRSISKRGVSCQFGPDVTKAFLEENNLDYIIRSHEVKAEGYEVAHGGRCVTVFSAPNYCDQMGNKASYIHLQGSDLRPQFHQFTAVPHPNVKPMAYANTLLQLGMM
# TPT1 inhibitor – inhibitors of Candida albicans tRNA 2'-phosphotransferase TPT1; 0.81% of 300,000 active; recombinant caTPT1, FP RNA substrate dephosphorylation; inhibition, % at 5 µM;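 active means inhibition above the mean of all tested compounds plus 3 SD, set per screening campaign, cut at about 24% in these data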;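 further: plate controls were DMSO alone for no effect and ferristatin control at 100 nM for full effect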
# ZTA DNA inh – blocks Epstein-Barr virus ZTA, an EBNA-1 counter-screen | P03206 | ZTA-DNA binding, fluorescence polarization | inhibition, % at 11 µM | 0.15% of 320,000 active | AID 2234; in the data active means inhibition above about 33%
# Target sequence (P03206 whole entry, looked up): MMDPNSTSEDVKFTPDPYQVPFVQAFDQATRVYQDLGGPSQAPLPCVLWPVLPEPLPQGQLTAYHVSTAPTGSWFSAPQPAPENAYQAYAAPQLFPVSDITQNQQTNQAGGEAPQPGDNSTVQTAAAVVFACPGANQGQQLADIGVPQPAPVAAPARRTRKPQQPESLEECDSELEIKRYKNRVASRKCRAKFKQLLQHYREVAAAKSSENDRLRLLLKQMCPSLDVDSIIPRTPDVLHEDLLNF
# core dimer inh – blocks dimerization of HCV core protein. TR-FRET GST/Flag-core106 dimerization, 1536-well. inhibition, % at 5 µM. 0.33% of 300,000 active. AID 1899;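 active means inhibition above the mean of all tested compounds plus 3 SD, set per screening campaign, cut at about 45% in these data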
#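 System – GST-tagged and Flag-tagged HCV core protein residues 1-106 · Repeats – one well for each compound · Technique – TR-FRET 671 and 617 nm emission · Doses – one concentration, 5 µM, in 0.5% DMSO · Times – 4 h, 22.5 °C incubation · Also added – Eu donor and XL665 acceptor anti-tag antibodies · Measure – percent inhibition of core106 dimerization signal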
# PP1 counter – counter-screen for PP5 inhibitors: inhibitors of human PP1-alpha; inhibition, % at 6.7 µM; P62136; 0.9% of 320,000 active; purified PP1alpha, OMFP fluorescence;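 active means inhibition above the mean inhibition of all tested compounds plus 3 SD, computed separately for each screening campaign, cut at about 15% in these data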
# Target sequence (P62136 whole entry, looked up): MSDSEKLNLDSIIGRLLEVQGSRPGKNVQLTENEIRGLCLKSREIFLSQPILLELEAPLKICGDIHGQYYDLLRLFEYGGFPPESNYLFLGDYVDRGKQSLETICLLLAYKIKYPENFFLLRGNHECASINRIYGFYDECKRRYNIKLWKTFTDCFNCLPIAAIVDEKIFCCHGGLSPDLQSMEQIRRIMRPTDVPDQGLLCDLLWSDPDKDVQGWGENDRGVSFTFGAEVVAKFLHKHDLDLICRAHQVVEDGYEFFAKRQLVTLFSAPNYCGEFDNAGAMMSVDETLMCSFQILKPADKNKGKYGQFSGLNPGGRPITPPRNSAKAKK
# JMJD2C inh – blocks human GASC-1 demethylase activity | Q9H3R0 | GST-JMJD2C(1-420) H3K9me3 demethylation, DELFIA europium | inhibition, % at 2.35 µM | 0.069% of 330,000 active;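 active means more than half of a compound's replicate wells show inhibition beyond 50%, single wells judged on their own value; inconclusive means some, but no more than half, of replicates pass 50% inhibition; inactive means no replicate passes 50% inhibition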;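 further: signal counts dimethyl H3K9 product captured on neutravidin plate; 0% = median of DMSO wells and 100% = 0.3 times that DMSO median; strong numbers were not always called active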
# CR mimetic SO – yeast age-related superoxide inhibition as caloric restriction mimetic; S. cerevisiae aged cells, superoxide DHE fluorescence; stronger effect = lower value; 0.18% of 330,000 active; superoxide response (% of plate mean), % at 10 µM;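 active means superoxide response under a set limit, about three screen SD below normal, cut at about 65% in these data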;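 further: yeast aged for seven days with compound at 30 °C before DHE staining; 100% = average MFI of all compound-treated wells on the plate with controls excluded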
# CTSL1 counter – blocks F. hepatica cathepsin L1 in PFM18AAP counter-screen | recombinant F. hepatica cathepsin L1, Z-Leu-Arg-MCA fluorescence | inhibition, % at 5.96 µM | 0.49% of 300,000 active;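 active means inhibition above the mean of all tested compounds plus 3 SD, set per screening campaign, cut at about 17% in these data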;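 further: 0% = plate median of test compound wells and 100% = 1 µM Z-Phe-Ala-diazomethylketone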
# Active calls of the source: *; u = inconclusive; x = not tested or not shown; & = joins results of further samples. An unsorted share of the library; any-hit rate near 3.1%.
cpd	Compound	EBNA-1 inh	PP5 primary	TPT1 inhibitor	ZTA DNA inh	core dimer inh	PP1 counter	JMJD2C inh	CR mimetic SO	CTSL1 counter
1	CCCCOC(=O)C(C)Sc1n[nH]c(=O)[nH]c1=O (configuration not stated)	4	2.5	-3	2	-2	-1	8	95	-2
2	Cc1cc(=O)[nH]c(SCc2ccc(Cl)cc2Cl)n1	5	1.1	0	10	10	0	0	140	-6
3	C/C(=N\NC(=O)c1ccn(C)n1)c1ccc(NC(=O)C2CCCC2)cc1	5	3.9	-4	8	-1	-1	4	101	2
4	CCOc1ccc(CNC(=S)NCc2ccc(OCC)cc2)cc1	3	2.7	1	-5	-1	1	0	98	1
5	CCCCOc1ccccc1NC(=O)c1ccc(=O)[nH]c1	6	3.0	-3	5	-2	-6	0	113	0
6	O=S(=O)(Nc1ccccc1O)c1cccc2cccnc12	5	3.4	4	-2	-27	-3	-13	117	-12
7	CNCCC=C1c2ccccc2CCc2ccccc21	-4	-0.3	-3	-1	-13	4	-16	106	-3
8	COc1ccc(CCNC(=O)c2ccc(CS(=O)(=O)c3ccc(Cl)cc3)o2)cc1OC	-10	4.6	0	-2	-2	1	4	97	-9
9	O=C(NCc1ccco1)Nc1ccc(Br)cc1	-8	0.4	1	13	-2	0	1	90	-4
10	O=C(CN1CCCCCCC1)N/N=C/c1ccc([N+](=O)[O-])o1	-7	-6.0	-3	-7	-11	-2	4	110	13
11	CCOc1ccccc1C(=O)N[C@H](C(=O)Nc1nc2c(s1)CCCC2)C(C)C	1	6.4	1	-12	5	4	-2	110	-3
12	CC(=O)OCc1cc(-c2nn(C)c(=O)c3ccccc23)ccc1C	10	-1.4	-2	14	3	-2	4	99	-1
13	O=C1NC(=O)C2(COC(c3ccncc3)OC2)S1 (configuration not stated)	5	0.1	0	3	9	0	-3	102	2
14	S=C(NCCc1ccccc1)N1CCN(Cc2ccc(Cl)c(Cl)c2)CC1	4	0.8	-3	1	-3	0	2	94	0
15	COc1cc(/C=N/NC(=O)C2C3CCCCC32C)cc(Br)c1O (configuration not stated)	9	2.0	-2	9	-5	2	-2	90	0
16	CCOC(=O)C1(CCOc2ccccc2)CCN(Cc2ccc(C#CCCO)cc2)CC1	-6	4.3	0	-9	-23	-4	-3	109	0
17	CCn1cc(C(=O)N[C@@H](CCSC)C(=O)NCCOC)c(=O)c2cc3c(cc21)OCO3	4	0.5	1	-9	3	-2	-11	111	2
18	CCOC(=O)c1cnc2c(Cl)cc(Cl)cc2c1NCCCN1CCOCC1	0	-2.9	-3	3	2	-4	2	104	2
19	CCC(Oc1nc2ccccc2nc1-c1ccccc1NC(C)=O)C(=O)c1ccccc1 (configuration not stated)	3	4.6	0	1	9	-3	1	102	-1
20	COc1ccc2[nH]c(=O)c(CN(CC3CCCO3)C(=S)Nc3cccc(C)c3)cc2c1 (configuration not stated)	-4	1.3	-1	-2	12	0	u	90	3
21	O=C(O)C1CCCCC1C(=O)NCCC(c1ccccc1)c1ccccc1 (configuration not stated)	8	-0.3	-2	8	2	0	-4	93	1
22	CC(C)C[C@H](NC(=O)N1CC(=O)Nc2ccccc21)C(=O)N[C@@H](Cc1ccccc1)C(=O)O	-15	3.6	-3	-8	-1	-7	17	103	-2
23	Cc1ccc(Cl)cc1N1CCN(S(=O)(=O)c2c(C)[nH]c(C)c2C(=O)N2CCCCC2)CC1	3	2.2	-2	-11	14	0	5	124	-2
24	COC(=O)c1ccc(NC(=O)CCC(=O)c2ccc(F)cc2)cc1	14	0.8	-2	14	5	-2	-9	103	-1
25	COc1cc(NC(=O)[C@@H]2CCCN(S(=O)(=O)c3cccc4cccnc34)C2)cc(OC)c1OC	0	2.5	-3	-21	-13	0	1	100	-6

# Of the compounds above, these have a furan ring, fused or not:
cpd	Compound	EBNA-1 inh	PP5 primary	TPT1 inhibitor	ZTA DNA inh	core dimer inh	PP1 counter	JMJD2C inh	CR mimetic SO	CTSL1 counter
8	COc1ccc(CCNC(=O)c2ccc(CS(=O)(=O)c3ccc(Cl)cc3)o2)cc1OC	-10	4.6	0	-2	-2	1	4	97	-9
9	O=C(NCc1ccco1)Nc1ccc(Br)cc1	-8	0.4	1	13	-2	0	1	90	-4
10	O=C(CN1CCCCCCC1)N/N=C/c1ccc([N+](=O)[O-])o1	-7	-6.0	-3	-7	-11	-2	4	110	13

# Next part.
cpd	Compound	EBNA-1 inh	PP5 primary	TPT1 inhibitor	ZTA DNA inh	core dimer inh	PP1 counter	JMJD2C inh	CR mimetic SO	CTSL1 counter
26	C=CCN(C(=O)c1ccccc1)C1CCS(=O)(=O)C1 (configuration not stated)	2	-0.2	0	9	3	-1	2	93	0
27	CC1=CCC2([N+](=O)[O-])CN(CC(=O)O)CC1([N+](=O)[O-])C2 (configuration not stated)	-7	2.5	0	-8	-2	0	-7	111	-6
28	C[n+]1cccc(O)c1SCc1ccccc1	-4	3.0	0	-1	-13	0	4	108	0
29	O=C(CSc1nc2ccccc2o1)Nc1cc(C(F)(F)F)ccc1N1CCOCC1	-7	3.7	-3	-5	1	-1	-26	83	1
30	Cc1ccc(C2=Nc3ccccc3N=C(c3ccco3)C2)c(O)c1	-16	0.0	-1	2	5	-5	27	112	4
31	COc1ccccc1N1CCN(C(=O)CCC(=O)N2CCN(c3ccc(F)cc3)CC2)CC1	-5	1.8	1	12	1	-3	21	101	0
32	Cc1ccccc1OCc1nc(-c2ccc(Br)o2)no1	9	-0.1	-2	7	-4	-2	10	92	-2
33	COc1ccc(CSc2nnc(Cc3sc(-c4ccccc4)nc3-c3ccccc3)o2)cc1	-2	3.3	-2	16	-1	7	6	106	-2
34	Cc1ccc(N(CCC#N)C(=O)COC(=O)C2CCN(S(=O)(=O)c3ccc(C)c(C)c3)CC2)cc1	-3	-0.3	0	0	7	-6	1	103	-2
35	CCOC(=O)CSc1nnc(-c2ccoc2C)n1-c1ccc(OCC)cc1	1	-2.8	0	-3	-4	-4	-30	101	-3
36	COc1ccccc1NC(=O)CCc1nc(-c2cccs2)no1	-2	3.3	-3	2	2	5	2	106	-3
37	COc1cccc(OCCSc2nc(N)cc(N)n2)c1	-4	2.1	3	7	5	1	-32	114	-1
38	O=C(Nc1nccs1)c1ccc(Br)s1	14	-0.6	-1	-10	1	-4	-8	106	5
39	O=C(NCc1cccs1)c1cccnc1Cl	-2	3.2	-2	15	-1	1	9	108	-1
40	CCN(CC)C(=O)CN(c1cccc([N+](=O)[O-])c1)S(=O)(=O)c1ccccc1	4	1.8	0	9	-2	-1	-17	108	-1
41	Cc1cc(S(=O)(=O)Nc2ccccc2C)ccc1F	3	-0.1	-5	-10	-7	0	7	97	-2
42	CCC1CCCCN1CCN1C(=O)C2C(C(=O)Nc3cccc(OC)c3)C3C=CC2(O3)C1C(=O)NC1CCCCC1 (configuration not stated)	-3	0.8	1	-10	10	0	4	103	1
43	Fc1ccc(CSc2nnc(-c3cc4c(s3)-c3ccccc3CC4)o2)cc1	2	-0.3	2	1	-5	0	0	94	3
44	Cc1ccc(N2C(=S)N=C(Nc3ccccc3C)C23CCOC(C)(C)C3)cc1 (configuration not stated)	10	2.3	-3	-3	-2	1	5	95	-1
45	CN=C(Nc1cccc(Cl)c1)SC1CC(=O)N(c2ccc(OC)cc2)C1=O (configuration not stated)	-10	5.8	0	-2	7	2	-6	122	3
46	Cc1ccc(C(=O)c2c3ccc([N+](=O)[O-])cc3[n+]([O-])n2CCCC(N)=O)cc1	-2	1.5	-1	9	17	-2	0	84	3
47	CCN(CCO)C(=O)CC(c1ccccc1)c1cc(Br)ccc1O (configuration not stated)	-4	3.1	-1	11	0	-1	-5	119	0
48	CC(C)NC(=O)C1COc2ccccc2O1 (configuration not stated)	-2	-1.0	-1	6	2	-3	-2	115	-3
49	CC(=O)Nc1cccc(NC(=O)CCN2C(=O)c3ccccc3S2(=O)=O)c1	-15	-2.1	0	-14	0	-6	14	101	0
50	O=C(N/N=C/c1ccc2nccnc2c1)c1ccccc1O	11	-1.1	4	-7	0	1	2	95	1
51	O=C(Nc1ccc(F)cc1)C1CCN(c2ncnc3c2nc2n3CCCCC2)CC1	-4	-1.4	-2	-20	-3	7	84	107	8
52	Cn1c(N)c(S(=O)(=O)NCc2ccc(F)cc2)c(=O)n(C)c1=O	5	0.1	-7	-2	-9	-2	13	98	2
53	O=C(NC1CC1)C1CCN(C2CCN(C(=O)Cc3ccc4c(c3)OCO4)CC2)CC1	-10	-2.4	1	-9	3	-7	-14	108	-4
54	CCOC(=O)C1(CCc2ccccc2)CCN(C(=O)c2occc2C)CC1	10	1.7	0	12	6	3	-9	96	1
55	Cc1sc2nc(SCC(=O)N(C)C)[nH]c(=O)c2c1C	2	-0.4	1	0	-5	-1	10	85	0
56	O=C(NCC(O)c1ccccc1)c1ccc(Cl)c(S(=O)(=O)N2CCCCC2)c1 (configuration not stated)	11	-4.0	0	-2	-7	-4	-49	103	0
57	Cc1ccc2oc(C(=O)Nc3nnc(C)s3)c(C)c2c1	-2	-0.3	-1	6	-2	-2	0	106	1
58	Cc1ccc(-c2nc(CS(=O)CC(=O)NC3CCCC(C)C3C)c(C)o2)cc1 (configuration not stated)	4	1.4	0	-3	6	-2	0	102	-2
59	COc1ccc(-c2cc(C(=O)NCc3ccco3)c3ccccc3n2)c(OC)c1	1	1.2	-1	-11	14	0	-17	102	-2
60	Cc1cccc(CSc2nnnn2-c2ccccc2)c1	5	1.4	5	16	6	-1	-5	115	10
61	CC(NS(=O)(=O)c1ccccc1Cl)C1CC2CCC1C2 (configuration not stated)	9	0.4	-1	-8	-7	-1	10	121	5
62	O=C(CSc1nnc(-c2ccco2)o1)NC(=O)C1COc2ccccc2O1 (configuration not stated)	0	1.7	-1	6	-4	-5	-1	109	1
63	Nc1nc(SCC(=O)N2CCOCC2)[nH]c(=O)c1-c1ccccc1	-20	0.7	3	-8	1	1	-15	95	-6
64	COCC1=C(C(=O)OC(C)OC(=O)OC(C)C)N2C(=O)[C@@H](NC(=O)/C(=N\OC)c3csc(N)n3)[C@H]2SC1 (some centres not stated)	-1	6.0	-4	3	4	3	15	101	-5
65	O=C(CCC(=O)N1CCCC1)Nc1nnc(C(F)(F)F)s1	-3	1.7	-1	5	2	-5	x	103	-1
66	COc1cc2c(cc1OC)CN(C(=O)c1ccc3nc[nH]c3c1)CC2	3	0.6	-2	6	-1	-4	1	97	6
67	O=C1CCCc2ccccc2N1Cc1ccc(F)cc1	-8	1.2	4	-13	-4	-5	-3	104	-2
68	COCCNC(=O)CSc1nc2scc(-c3ccccc3)c2c(=O)[nH]1	-2	-1.6	1	-14	0	6	-16	115	9
69	Cc1ccccc1C(C(=O)NC1CCCCC1)N(C(=O)c1ccccn1)c1cccnc1 (configuration not stated)	3	1.4	-2	-23	-5	0	-5	88	-3
70	O=C(CCc1ccccc1)Nc1ccccc1F	-8	1.6	-3	-24	-11	-2	-24	97	-3
71	O=C(NCCc1ccccc1)C1CCN(S(=O)(=O)N2CCC3(CC2)OCCO3)CC1	-10	0.1	2	-12	-1	-5	-5&-11	106	0
72	CN(Cc1cccc(F)c1)C(=O)c1cc(=O)[nH]c2ccccc12	-9	1.7	1	-5	-8	1	-1	87	0
73	Cc1ccc(-c2nn3nnnc3c3ccccc23)cc1C	-4	1.4	0	-15	-5	-1	4	99	-3
74	COc1ccc(NC(=O)CN2CCN(C(=O)c3ccco3)CC2)c(OC)c1	-8	3.2	-4	-6	-3	-2	-3	100	-2
75	Cc1cccc2nc(C(=O)Nc3cccc(C(=O)NC4CC4)c3)cn12	x	3.1	x	2	x	2	5	92	x
